pPAFAH FP inh = inhibitors of human plasma PAF acetylhydrolase (pPAFAH); Q13093; recombinant pPAFAH, FP-rhodamine probe fluorescence polarization; inhibition, % at 3.39 µM; actives 1.5% (n = 330,000);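 active = inhibition above the mean inhibition across the screen plus 3 SD, cut at about 25% in these data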;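 note: inhibitors block binding of the rhodamine activity-based probe so polarization drops; 0% = enzyme with DMSO and 100% = wells lacking pPAFAH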
PAD4 FP inh = blocks human protein arginine deiminase 4. Q9UM07. recombinant PAD4, RCA probe fluorescence polarization. inhibition, % at 6.36 µM. actives 0.41% (n = 330,000);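 active = percent inhibition above a cutoff equal to the mean of all tested compounds plus 3 SD, cut at about 15% in these data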;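 note: 0% = PAD4 with RCA probe and DMSO and 100% = probe without PAD4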
LYPLA2 counter = blocks human lysophospholipase 2, a PME1 counter-screen | O95372 | recombinant LYPLA2, FP-Rh probe fluorescence polarization | inhibition, % at 5.9 µM | actives 0.38% (n = 320,000) | AID 2177;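 active = inhibition above the screen-wide mean plus 3 SD, limit set per campaign, cut at about 26% in these data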;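 note: 0% = LYPLA2 with DMSO and 100% = wells lacking LYPLA2 enzyme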
LYPLA1 counter = blocks human lysophospholipase 1, a PME1 counter-screen; AID 2174; actives 0.16% (n = 320,000); recombinant LYPLA1, FP-Rh probe fluorescence polarization; inhibition, % at 5.9 µM; O75608;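 active = inhibition above the mean of all tested compounds plus 3 SD, set per campaign, cut at about 14% in these data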;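 note: inhibitors block serine hydrolase probe labeling of LYPLA1 so polarization falls; 0% = enzyme with DMSO and 100% = wells lacking LYPLA1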
Target sequence (O75608 whole entry, looked up): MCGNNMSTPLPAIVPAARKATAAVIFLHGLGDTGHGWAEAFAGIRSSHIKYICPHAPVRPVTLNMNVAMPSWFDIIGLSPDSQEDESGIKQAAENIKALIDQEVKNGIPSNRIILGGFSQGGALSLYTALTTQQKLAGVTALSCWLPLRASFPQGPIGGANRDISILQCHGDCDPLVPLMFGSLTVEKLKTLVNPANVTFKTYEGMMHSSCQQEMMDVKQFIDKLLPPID
GSTO1 counter = GSTO1 inhibition, counter-screen for RBBP9 inhibitors; actives 1.1% (n = 300,000); inhibition, % at 5.96 µM; P78417; recombinant GSTO1, activity-based probe fluorescence polarization;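 active = inhibition above the campaign mean inhibition plus 3 SD, cut at about 35% in these data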;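 note: 0% = GSTO1-1 with DMSO and 100% = wells lacking GSTO1-1 enzyme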
PAFAH2 inh = PAFAH2 (human) inhibition. inhibition, % at 3.39 µM. actives 0.99% (n = 340,000). AID 492956. Q99487. recombinant PAFAH2, FP-rhodamine activity probe, fluorescence polarization;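 active = inhibition above the mean over all tested compounds plus 3 SD, cut at about 30% in these data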;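 note: inhibitors block probe labeling of enzyme so polarization drops; 0% = enzyme with DMSO and 100% = wells lacking PAFAH2 protein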
PREPL inh = inhibits the human prolyl oligopeptidase-like enzyme. inhibition, % at 5.96 µM. recombinant PREPL, fluorescence polarization activity-based probe. actives 0.68% (n = 320,000). Q4J6C6; in the data active = inhibition above about 43%;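 note: 0% = enzyme with DMSO and 100% = wells lacking enzyme; many of its hits are not listed in these tables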
Target sequence (Q4J6C6 whole entry, looked up): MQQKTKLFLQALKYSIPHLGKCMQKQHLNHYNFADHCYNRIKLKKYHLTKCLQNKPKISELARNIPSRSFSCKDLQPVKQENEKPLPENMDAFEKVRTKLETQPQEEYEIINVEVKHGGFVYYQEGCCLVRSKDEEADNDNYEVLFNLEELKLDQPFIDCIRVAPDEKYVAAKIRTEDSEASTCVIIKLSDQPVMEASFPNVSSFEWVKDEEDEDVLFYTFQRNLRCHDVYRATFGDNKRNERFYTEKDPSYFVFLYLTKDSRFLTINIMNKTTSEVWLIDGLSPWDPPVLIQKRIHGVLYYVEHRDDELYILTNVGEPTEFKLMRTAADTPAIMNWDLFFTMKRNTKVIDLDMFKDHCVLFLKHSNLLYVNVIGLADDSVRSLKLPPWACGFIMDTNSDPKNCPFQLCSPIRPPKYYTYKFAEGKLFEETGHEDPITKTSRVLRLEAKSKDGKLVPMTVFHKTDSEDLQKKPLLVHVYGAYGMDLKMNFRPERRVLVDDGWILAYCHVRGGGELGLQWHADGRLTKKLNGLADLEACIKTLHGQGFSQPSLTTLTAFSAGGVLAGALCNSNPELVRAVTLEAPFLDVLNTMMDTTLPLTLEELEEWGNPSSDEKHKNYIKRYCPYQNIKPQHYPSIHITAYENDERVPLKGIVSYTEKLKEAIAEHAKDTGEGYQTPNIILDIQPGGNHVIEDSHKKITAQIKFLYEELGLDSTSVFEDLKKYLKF
PAFAH1B3 inh = PAFAH1B3 (human) inhibition; recombinant PAFAH1B3, FP-rhodamine probe, fluorescence polarization; inhibition, % at 3.39 µM; actives 0.28% (n = 340,000); AID 492972;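 active = inhibition above the screen-wide average of all tested compounds plus 3 SD, cut at about 25% in these data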;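 note: 0% = enzyme with DMSO only and 100% = wells lacking PAFAH1B3 protein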
PAFAH1B2 FP inh = PAFAH1B2 (human) inhibition; actives 1.2% (n = 340,000); inhibition, % at 3.39 µM; P68402; AID 492953; recombinant PAFAH1B2, FP-rhodamine activity probe, fluorescence polarization;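 active = inhibition above the mean of all tested compounds plus 3 SD, cut at about 24% in these data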;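 note: 0% = enzyme with DMSO and 100% = wells lacking PAFAH1B2; many of its hits are not listed in these tables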
Numbers without * were called inactive; & = joins results of further samples.

Screening Cc1ccc(C)c(S(=O)(=O)N2C(=S)NC(=O)C2CC(C)C)c1 (stereo unspecified) returned pPAFAH FP inh -2, PAD4 FP inh -4, LYPLA2 counter 1, LYPLA1 counter 0, GSTO1 counter 7, PAFAH2 inh 4, PREPL inh 6, PAFAH1B3 inh 10 and PAFAH1B2 FP inh 18.
For N#Cc1ccsc1NC(=O)COC(=O)CCCSc1nc2ccccc2s1 the results were pPAFAH FP inh 19, PAD4 FP inh -4, LYPLA2 counter 4, LYPLA1 counter -3, GSTO1 counter 2, PAFAH2 inh 2, PREPL inh -8, PAFAH1B3 inh -3 and PAFAH1B2 FP inh 1.
Screening COC(=O)CC1C(=O)NCCN1C(=S)Nc1cc(C)cc(C)c1 (stereo unspecified) returned pPAFAH FP inh -5, PAD4 FP inh -3, LYPLA2 counter 0, LYPLA1 counter -1, GSTO1 counter 7, PAFAH2 inh 0, PREPL inh 0, PAFAH1B3 inh 5 and PAFAH1B2 FP inh -1.
For C=CCn1c(SCC(C)=O)nc2sc3c(c2c1=O)CCC3 the results were pPAFAH FP inh 0, PAD4 FP inh -3, LYPLA2 counter -2, LYPLA1 counter -1, GSTO1 counter -1, PAFAH2 inh 8, PREPL inh 9, PAFAH1B3 inh -4 and PAFAH1B2 FP inh 4.
`COc1ccc(OCCCC(=O)N(CCC2=CCCCC2)c2c(N)n(Cc3ccccc3)c(=O)[nH]c2=O)cc1` gave pPAFAH FP inh -3, PAD4 FP inh 3, LYPLA2 counter 3, LYPLA1 counter 0, GSTO1 counter -2, PAFAH2 inh -4, PREPL inh 11, PAFAH1B3 inh 4 and PAFAH1B2 FP inh 1.
Screening O=C(CNC(=O)c1cccc(Cl)c1)Nc1ccc(F)c(F)c1F returned pPAFAH FP inh 0, PAD4 FP inh 1, LYPLA2 counter -7, LYPLA1 counter -1, GSTO1 counter 3, PAFAH2 inh -8, PREPL inh -2, PAFAH1B3 inh -11 and PAFAH1B2 FP inh -4.
For CCO[C@H]1OC(C(=O)NCc2ccccc2)=C[C@@H](C)[C@@H]1CCCO the results were pPAFAH FP inh 0, PAD4 FP inh 1, LYPLA2 counter -5, LYPLA1 counter -2, GSTO1 counter 5, PAFAH2 inh -4, PREPL inh 9, PAFAH1B3 inh 0 and PAFAH1B2 FP inh -1.
Screening CCOc1ccccc1NC(=O)c1csc(C)c1C returned pPAFAH FP inh 7, PAD4 FP inh -5, LYPLA2 counter -6, LYPLA1 counter -2, GSTO1 counter 5, PAFAH2 inh 0, PREPL inh 6, PAFAH1B3 inh 4 and PAFAH1B2 FP inh -2.
Screening CCO[C@@H]1OC(C(=O)O)=C[C@H](C2CCCCC2)[C@H]1CCCO returned pPAFAH FP inh 5, PAD4 FP inh -2, LYPLA2 counter 2, LYPLA1 counter 2, GSTO1 counter 5, PAFAH2 inh -4, PREPL inh 13, PAFAH1B3 inh 3 and PAFAH1B2 FP inh 11.
`Cn1nnnc1SCC(=O)Nc1nn(-c2ccccc2)nc1C(N)=O` gave pPAFAH FP inh 1, PAD4 FP inh -2, LYPLA2 counter 7, LYPLA1 counter -3, GSTO1 counter 8, PAFAH2 inh 1, PREPL inh -4, PAFAH1B3 inh 3 and PAFAH1B2 FP inh 2.
For Cc1cc(C)c(C)c(S(=O)(=O)N2CCN(c3ncnc4sc(C)c(C)c34)CC2)c1C the results were pPAFAH FP inh -1, PAD4 FP inh -2, LYPLA2 counter 2, LYPLA1 counter 3, GSTO1 counter 1, PAFAH2 inh 9, PREPL inh -7, PAFAH1B3 inh 8 and PAFAH1B2 FP inh 3.
S=c1nccc(-c2cc(Cl)sc2Cl)[nH]1 was read as pPAFAH FP inh 5, PAD4 FP inh -4, LYPLA2 counter 2, LYPLA1 counter 0, GSTO1 counter 2, PAFAH2 inh -2, PREPL inh -9, PAFAH1B3 inh -3 and PAFAH1B2 FP inh -3.
For Cc1nn(C)c(C)c1CCC(=O)N1CCCC(C(=O)c2cccc(OC(C)C)c2)C1 (stereo unspecified) the results were pPAFAH FP inh 6, PAD4 FP inh 4, LYPLA2 counter 6, LYPLA1 counter 4, GSTO1 counter 1, PAFAH2 inh 0, PREPL inh -9, PAFAH1B3 inh 8 and PAFAH1B2 FP inh 3.
Screening COc1ccc(C(NC(=O)c2cccnc2)c2cc(Cl)c3cccnc3c2O)cc1OC (stereo unspecified) returned pPAFAH FP inh 10, PAD4 FP inh -7, LYPLA2 counter 3, LYPLA1 counter 3, GSTO1 counter -5, PAFAH2 inh 1, PREPL inh 21, PAFAH1B3 inh 19 and PAFAH1B2 FP inh 7.
Cn1cccc1/C=N/NC(=O)c1cc2ccccc2cc1O was read as pPAFAH FP inh 51*, PAD4 FP inh -7, LYPLA2 counter -3, LYPLA1 counter -7, GSTO1 counter 21, PAFAH2 inh 5, PREPL inh 8, PAFAH1B3 inh 21 and PAFAH1B2 FP inh 12.
For CNS(=O)(=O)c1ccc(N2CCCC2)c([N+](=O)[O-])c1 the results were pPAFAH FP inh 1, PAD4 FP inh -4, LYPLA2 counter 3, LYPLA1 counter -1, GSTO1 counter -1, PAFAH2 inh 2, PREPL inh -4, PAFAH1B3 inh 7 and PAFAH1B2 FP inh 4.
`O=C(O)C(=O)Nc1nc(-c2ccc3c(c2)OCCO3)cs1` gave pPAFAH FP inh 2, PAD4 FP inh 4, LYPLA2 counter 0, LYPLA1 counter -3, GSTO1 counter -6, PAFAH2 inh 0, PREPL inh 7, PAFAH1B3 inh 3 and PAFAH1B2 FP inh 6.
`O=C(CSc1nc2cc(S(=O)(=O)N3CCOCC3)ccc2o1)Nc1c(F)cccc1F` gave pPAFAH FP inh 2, PAD4 FP inh -2, LYPLA2 counter 1, LYPLA1 counter -1, GSTO1 counter 6, PAFAH2 inh 8, PREPL inh 8, PAFAH1B3 inh 8 and PAFAH1B2 FP inh 0.
`O=C1NN(c2ccc(Cl)c(Cl)c2)C(=O)/C1=C/c1cccc(OC(=O)c2cccs2)c1` gave pPAFAH FP inh 57*, PAD4 FP inh -7, LYPLA2 counter 4, LYPLA1 counter -12, GSTO1 counter 24 and PREPL inh 42.
`CC(C)(CO)CNC(=O)CCc1nnc(CCCc2ccccc2)o1` gave pPAFAH FP inh 3, PAD4 FP inh -2, LYPLA2 counter -1, LYPLA1 counter -3, GSTO1 counter 8, PAFAH2 inh -11, PREPL inh -2, PAFAH1B3 inh 4 and PAFAH1B2 FP inh 7.
For COc1ccc(C)cc1NC(=O)C1CCN(S(=O)(=O)c2c(C)noc2C)CC1 the results were pPAFAH FP inh 0, PAD4 FP inh -2, LYPLA2 counter -8, LYPLA1 counter 0, GSTO1 counter -6, PAFAH2 inh -5, PREPL inh -1, PAFAH1B3 inh 8 and PAFAH1B2 FP inh 5.
For O=C(Nc1cccc(S(=O)(=O)N2CCCCC2)c1)C1CC(=O)N(Cc2ccco2)C1 (stereo unspecified) the results were pPAFAH FP inh 5, PAD4 FP inh 6, LYPLA2 counter -6, LYPLA1 counter 1, GSTO1 counter -2, PAFAH2 inh -7, PREPL inh 6, PAFAH1B3 inh 0 and PAFAH1B2 FP inh 4.
For Cn1c2ccc(F)cc2c2ncn(CC3CCCO3)c(=O)c21 (stereo unspecified) the results were pPAFAH FP inh 0, PAD4 FP inh 5, LYPLA2 counter 4, LYPLA1 counter 1, GSTO1 counter 5, PAFAH2 inh 8, PREPL inh 5, PAFAH1B3 inh -4 and PAFAH1B2 FP inh 5.
C=CCn1c(C)c(C(C)=O)c(N2CCN(C(c3ccccc3)c3ccccc3)CC2)nc1=S was read as pPAFAH FP inh 7, PAD4 FP inh -2, LYPLA2 counter 2, LYPLA1 counter 2, GSTO1 counter 4, PAFAH2 inh 5, PREPL inh 23, PAFAH1B3 inh 6 and PAFAH1B2 FP inh 9.
`Cc1cccc(-n2c(N)cc(=O)nc2SCC(=O)NC2CCCCC2)c1` gave pPAFAH FP inh 1, PAD4 FP inh -6, LYPLA2 counter 1, LYPLA1 counter 4, GSTO1 counter -3, PAFAH2 inh 11, PREPL inh -8, PAFAH1B3 inh 6 and PAFAH1B2 FP inh 2.
`NC(=O)NC(=O)CC1S/C(=N/N=C/c2ccccc2)NC1=O` (stereo unspecified) gave pPAFAH FP inh 0, PAD4 FP inh -1, LYPLA2 counter 0, LYPLA1 counter -4, GSTO1 counter 4, PAFAH2 inh 6, PREPL inh -5, PAFAH1B3 inh 2 and PAFAH1B2 FP inh 1.
For CCC(C(=O)OC)n1cnc2c(nnn2-c2ccccc2)c1=O (stereo unspecified) the results were pPAFAH FP inh 9, PAD4 FP inh 3, LYPLA2 counter -2, LYPLA1 counter 2, GSTO1 counter -2, PAFAH2 inh 6, PREPL inh 1, PAFAH1B3 inh 2 and PAFAH1B2 FP inh 1.
Screening CCOc1ccc(Nc2cc(C)nc3nc(C)nn23)cc1 returned pPAFAH FP inh 4, PAD4 FP inh -3, LYPLA2 counter -8, LYPLA1 counter -1, GSTO1 counter 1, PAFAH2 inh 2, PREPL inh 0, PAFAH1B3 inh 0 and PAFAH1B2 FP inh -4.
For COc1cccc(CN(C(=O)/C=C/c2ccco2)C2CCS(=O)(=O)C2)c1 (stereo unspecified) the results were pPAFAH FP inh 5, PAD4 FP inh -4, LYPLA2 counter 2, LYPLA1 counter 3, GSTO1 counter 0, PAFAH2 inh -6, PREPL inh -1, PAFAH1B3 inh 3 and PAFAH1B2 FP inh -2.
`O=C(Nc1ccon1)c1ccc(Br)o1` gave pPAFAH FP inh -1, PAD4 FP inh 1, LYPLA2 counter -2, LYPLA1 counter 3, GSTO1 counter 7, PAFAH2 inh -1, PREPL inh 13, PAFAH1B3 inh 0 and PAFAH1B2 FP inh 5.
Screening Cc1nccn1CC1CCc2c(c3ccccc3n2C)C1=O (stereo unspecified) returned pPAFAH FP inh 1&-1, PAD4 FP inh 1&-3, LYPLA2 counter 4&-1, LYPLA1 counter -1&-1, GSTO1 counter 10&9, PAFAH2 inh -4&1, PREPL inh 3&-7, PAFAH1B3 inh 10&6 and PAFAH1B2 FP inh 9&1.
COCCNC(=O)c1cc2c(-c3ccccc3F)nn(C)c2s1 was read as pPAFAH FP inh -1, PAD4 FP inh -1, LYPLA2 counter -3, LYPLA1 counter -7, GSTO1 counter -3, PAFAH2 inh -12, PREPL inh 2, PAFAH1B3 inh 8 and PAFAH1B2 FP inh 2.
For CCC(C)(C)n1nnnc1C(c1ccc2ncccc2c1)N1CCN(c2ccc(O)cc2)CC1 (stereo unspecified) the results were pPAFAH FP inh 17, PAD4 FP inh 6, LYPLA2 counter 9, LYPLA1 counter 3, GSTO1 counter 16, PAFAH2 inh 7, PREPL inh 3, PAFAH1B3 inh 0 and PAFAH1B2 FP inh 0.
COc1ccc(-n2c(NCCN(C)C)nc3sc4c(c3c2=O)CCCCC4)cc1 was read as pPAFAH FP inh 3, PAD4 FP inh -1, LYPLA2 counter 2, LYPLA1 counter -1, GSTO1 counter -1, PAFAH2 inh 5, PREPL inh 37, PAFAH1B3 inh 6 and PAFAH1B2 FP inh 3.
For COc1ccc(OCC(O)Cn2ccnc2C)cc1 (stereo unspecified) the results were pPAFAH FP inh 0, PAD4 FP inh 4, LYPLA2 counter 3, LYPLA1 counter -2, GSTO1 counter 1, PAFAH2 inh 4, PREPL inh 17, PAFAH1B3 inh 19 and PAFAH1B2 FP inh 9.

High-throughput results deposited in PubChem BioAssay by The Scripps Research Institute Molecular Screening Center.

These rows are one share of the data; count on the stated rates, not on these rows.
